M18AAP inhibitor: PfM18AAP enzyme inhibition | AID 1822 | actives 1.2% (n = 290,000) | recombinant PfM18AAP, H-Glu-NHMec fluorogenic cleavage | inhibition, % at 7.35 µM;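 active = inhibition above the campaign mean inhibition over all tested compounds plus 3 SD, cut at about 28% in these data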;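 note: 0% = plate median of test compound wells and 100% = 2 mM ZnCl2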
V1aR counter: counter-screen for oxytocin receptor agonists: human V1a receptor agonists. CHO-V1R cells, Fluo-8 calcium fluorescence, agonist mode; 0% DMSO, 100% 3 nM vasopressin. activation, % at 3 µM. actives 0.25% (n = 320,000). AID 2797;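 active = activation above the mean activation of all tested compounds plus 3 SD, per screening run, cut at about 20% in these data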;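 note: signal is peak over basal fluorescence ratio across a 100 second FLIPR read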
NALP1 inh: blocks the NALP1 inflammasome reconstituted in yeast. S. cerevisiae NALP1/ASC/caspase-1 growth, X-gal OD620, 72 h. inhibition, % at 10 µM. actives 0.61% (n = 280,000). AID 2071; in the data active = inhibition mostly above about 24%, no sharp cut-off; inactive = mostly below about 32%; note: some compounds called inactive have numbers as strong as hits
GalR3 antagonist: blocks the human galanin receptor 3 | inhibition, % at 3 µM | O60755 | AID 651719 | actives 0.44% (n = 360,000) | HEK293 GalR3-CNG cAMP membrane potential fluorescence; galR3 body fused to GalR1 C-terminus;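 active = inhibition above the screen-wide average plus 3 SD, cut at about 13% in these data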;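 note: forskolin and galanin both at EC90 stimulate the cells; cAMP rise reported by CNG channel membrane potential dye signal; 0% = forskolin plus galanin with DMSO and 100% = forskolin alone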
OXTR potentiator: human OXTR potentiation. AID 2445. CHO-OTR cells, Fluo-8 calcium fluorescence, potentiator mode; 0% = oxytocin EC15, 100% = EC100. actives 0.061% (n = 320,000). P30559. activation, % at 3 µM;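 active = activation above that plate's cutoff, the mean activation of tested compounds plus 3 SD, cut at about 6.6% in these data, passing the limit was not always enough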;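 note: 100% uses oxytocin at 75 nM as the full agonist control; some results filed as inactive read as strong as hits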
Target sequence (P30559 whole entry, looked up): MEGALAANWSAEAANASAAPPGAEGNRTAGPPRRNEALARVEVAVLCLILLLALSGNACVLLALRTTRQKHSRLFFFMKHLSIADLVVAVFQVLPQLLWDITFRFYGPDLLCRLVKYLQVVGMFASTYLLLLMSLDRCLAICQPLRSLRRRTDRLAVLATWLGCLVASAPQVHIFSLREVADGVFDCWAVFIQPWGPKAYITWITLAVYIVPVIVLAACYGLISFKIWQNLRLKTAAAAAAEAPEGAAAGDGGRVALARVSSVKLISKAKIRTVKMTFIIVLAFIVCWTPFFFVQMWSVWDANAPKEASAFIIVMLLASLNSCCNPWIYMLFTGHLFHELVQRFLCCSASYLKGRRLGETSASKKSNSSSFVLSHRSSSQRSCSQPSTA
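Assay system: CHO cell line stably expressing human OTR. Reagent: EC15 oxytocin agonist. Dosing: single dose, 3.0 µM nominal final compound concentration. Timing: compound 6 min at room temperature before oxytocin, 100 s read. Signal: kinetic Fluo-8 calcium fluorescence. Controls: oxytocin EC15 low and EC100 high.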
OXTR ag: activates the human oxytocin receptor. P30559. CHO-OTR cells, Fluo-8 calcium fluorescence; normalized: DMSO 0%, oxytocin 100%. activation, % at 3 µM. actives 0.32% (n = 320,000). AID 2435;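 active = activation above the mean of all tested compounds plus 3 SD, cutoff set per screening run, cut at about 20% in these data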;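 note: peak over basal fluorescence ratio from a 100 s FLIPR kinetic read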
MEKK2mut PB1 HTS: signal of MEK5 binding to mutant human MEKK2 PB1 domain | percent response, % at 10 µM | AID 1530 | bead flow cytometry, Alexa488-MEK5 binding to MEKK2 mutant | actives 0.35% (n = 290,000); in the data active = percent response above about 24%, passing the limit was not always enough; note: inactives centre near 1; some results filed as inactive read as strong as hits
MEKK2wt PB1 HTS: raises or lowers MEK5 binding to wildtype human MEKK2 PB1 domain | bead flow cytometry, Alexa488-MEK5 binding to MEKK2 WT; actives lie on both sides | Q9Y2U5 | binding response (% of control), % at 10 µM | actives 1.1% (n = 290,000); in the data active = binding response below about 67% or above about 130%
GPR7 antag: blocks human GPR7 receptor signaling | GPR7-expressing cells, fluorescence antagonist assay | inhibition, % at 4.4 µM | actives 1.1% (n = 290,000) | AID 1861; in the data active = inhibition above about 16%, passing the limit was not always enough;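 note: cells stimulated with the agonist NPW; 0% = agonist with vehicle and 100% = vehicle without agonist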
Target sequence (P48145 whole entry, looked up): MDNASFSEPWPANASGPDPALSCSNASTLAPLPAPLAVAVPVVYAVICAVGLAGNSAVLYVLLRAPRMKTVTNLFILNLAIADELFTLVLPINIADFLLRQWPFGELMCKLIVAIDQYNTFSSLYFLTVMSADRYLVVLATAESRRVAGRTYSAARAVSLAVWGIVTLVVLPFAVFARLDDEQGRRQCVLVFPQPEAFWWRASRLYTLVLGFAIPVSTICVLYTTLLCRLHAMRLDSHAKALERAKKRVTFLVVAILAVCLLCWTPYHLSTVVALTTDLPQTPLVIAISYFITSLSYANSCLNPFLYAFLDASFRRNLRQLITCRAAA
Starred values were filed as active, the others as inactive; . = not tested or not shown.

nr	canonical_smiles	M18AAP inhibitor	V1aR counter	NALP1 inh	GalR3 antagonist	OXTR potentiator
1	CCC1(CC)NC(=O)N(CC(=O)Nc2ccc(-n3cnnn3)cc2)C1=O	.	1.8	.	-5	-8
2	CN(C)S(=O)(=O)c1ccc(N2CCCC2)c(C(=O)NNC(=O)COc2ccccc2F)c1	.	0.0	.	-2	1
3	O=C(c1ccc(F)cc1)N1CCN(c2ccc(N3CCOCC3)nn2)CC1	-12	0.4	.	8	-3
4	CCCCC(=O)Nc1cccn2ncnc12	-3	0.4	13	5	-1
5	CSc1ccccc1C(=O)Nc1nccs1	1	-0.1	14	-5	0
6	O=[N+]([O-])c1ccc(S(=O)(=O)NCCc2ccncc2)cc1	3	0.4	11	-5	-8
7	O=C(C1=C[C@@H](c2ccccc2)C[C@@H](OCc2ccc(CO)cc2)O1)N1CCOCC1	-2	0.6	-12	2	-1
8	COC(=O)c1ccc(C(=O)NC2CCCc3c2cnn3-c2ccccc2F)nc1 (stereo unspecified)	3	3.1	0	-7	2
9	O=C(OCCN1C(=O)c2ccccc2C1=O)C1CCN(S(=O)(=O)c2cccs2)CC1	-11	2.1	-5	-5	-1
10	O=S(=O)(CCc1nc2ccccc2o1)c1ccc(Cl)c(Cl)c1	-4	0.1	0	-3	-15
11	CS(=O)(=O)N1CCN(c2ccccc2NC(=O)c2cc(Br)ccc2Cl)CC1	-6	0.4	-21	-3	-5
12	O=C(CCCN1C(=O)c2ccccc2C1=O)Nc1ccc(S(=O)(=O)N2CCOCC2)cc1	1	0.1	14	-4	0

nr	OXTR ag	MEKK2mut PB1 HTS	MEKK2wt PB1 HTS	GPR7 antag
1	1.0	.	.	.
2	0.1	.	.	.
3	-0.1	-3	97	-8
4	0.4	-1	97	3
5	0.7	0	97	-7
6	1.0	5	117	-9
7	-0.2	-1	107	-5
8	0.6	2	95	9
9	1.3	-1	96	-4
10	-1.3	5	102	0
11	-0.8	4	95	-9
12	1.9	-3	98	-15

Carrying on:
nr	canonical_smiles	M18AAP inhibitor	V1aR counter	NALP1 inh	GalR3 antagonist	OXTR potentiator
13	COc1ccc(CCNC(=O)COC(=O)CCC(=O)c2ccc(F)cc2)cc1	-8	1.0	20	1	-2
14	Cc1cc(C(=O)CSc2nc3ccccc3[nH]2)c(C)n1CC1CCCO1 (stereo unspecified)	14	11	14	110*	-13
15	CN(Cc1ccccc1)Cc1nc2c(c(=O)n(C)c(=O)n2C)n1CCCc1ccccc1	-13	-0.1	16	-3	-6
16	COc1ccc2oc(C(=O)NC3(C)CCS(=O)(=O)C3)c(C)c2c1 (stereo unspecified)	.	-1.1	.	-3	0
17	O=C(Nc1nc2nccc(-c3ccccc3)n2n1)c1ccccc1	5	0.0	28	-6	-9
18	CNC(=S)N1N=C2c3ccccc3CCC2C1c1ccccc1Cl (stereo unspecified)	-9	1.0	-2	-3	-1
19	COc1ccc(Cl)cc1C(=O)N1CCN(c2ccccn2)CC1	-3	0.3	16	0	-18
20	O=C(CO/N=C/c1ccc(OC(F)F)cc1)NCc1ccc(F)cc1	-11	0.5	17	-7	-14
21	O=C(CSc1n[nH]c(=O)n1Cc1ccco1)Nc1ccccc1	-6	-1.6	32	-1	0
22	Cc1cccc(CN2C(=O)CCSc3ccc(Cl)cc32)c1	-12	-1.1	19	-5	-4
23	O=C(c1ccc(-c2ccccc2)cc1)c1ccc([N+](=O)[O-])cc1	5	-0.2	-17	.	-8
24	Cc1ccc(C2(C)NC(=O)N(CC(=O)Nc3ccc(-c4nc5ccc(C)cc5s4)cc3)C2=O)cc1 (stereo unspecified)	-8	0.0	.	-7	-6

nr	OXTR ag	MEKK2mut PB1 HTS	MEKK2wt PB1 HTS	GPR7 antag
13	0.3	0	95	-7
14	15	-2	93	27*
15	-0.6	6	97	-4
16	-1.5	.	.	.
17	-0.4	3	103	-9
18	-0.5	-16	80	-4
19	-0.1	4	98	-1
20	-1.0	1	104	-10
21	0.1	23	123	-14
22	-1.2	8	94	-9
23	-1.0	6	103	-1
24	2.7	-18	88	-9

(list continues)
nr	canonical_smiles	M18AAP inhibitor	V1aR counter	NALP1 inh	GalR3 antagonist	OXTR potentiator
25	CC(C)(CC(=O)O)CC(=O)O	-2	0.6	8	-9	1
26	Cc1ccc(CNC(=O)CCN2C(=O)[C@@H]3Cc4ccccc4CN3C2=O)cc1	-7	4.6	1	-6	-8
27	O=C(OCCCN=C1NS(=O)(=O)c2ccccc21)c1ccc(F)cc1	-3	3.6	14	-2	-7
28	Cc1c(C)c2ccc(OCC(=O)N3CCN(c4ccccc4)CC3)cc2oc1=O	-3	-0.5	2	.	-4
29	C/C(=N\NC(=O)CNc1ccc(F)cc1)c1cc2ccccc2o1	3	0.9	-4	-8	-5
30	COc1ccc(C(=O)C2CCCN(Cc3ccc(Sc4nncn4C)o3)C2)cc1F (stereo unspecified)	-3	0.1	-11	0	-8
31	O=c1c(-c2ccc(O)cc2)coc2cc(OC3OC(CO)C(O)C(O)C3O)cc(O)c12 (stereo unspecified)	3	0.3	16	1	-10
32	Cc1ccccc1NCCC(=O)Nc1ccc(F)cc1	2	1.4	-3	-9	-7
33	Cc1cc(OCC(O)CN2CCOCC2)cc(C)c1Cl (stereo unspecified)	-4	0.9	10	-11	-11
34	CSc1ccc(/C=N/NC(=O)c2ccccc2Cl)cc1	0	-0.7	12	-1	-15
35	C=CCn1c(-c2cccc3ccccc23)n[nH]c1=S	20	-0.7	-12	-5	5
36	CCCC1(CCC)NC(=O)NC1=O	-6	1.3	7	-2	-15

nr	OXTR ag	MEKK2mut PB1 HTS	MEKK2wt PB1 HTS	GPR7 antag
25	0.4	-12	91	8
26	1.9	-1	103	-6
27	1.3	-3	101	2
28	-0.6	11	109	4
29	-0.4	-4	94	-15
30	0.9	-11	89	5
31	1.0	3	70	-1
32	0.9	2	98	2
33	0.3	1	105	1
34	-1.1	9	112	5
35	-1.1	2	106	-2
36	1.0	1	102	-8

Next results.
nr	canonical_smiles	M18AAP inhibitor	V1aR counter	NALP1 inh	GalR3 antagonist	OXTR potentiator
37	O=C(COC(=O)CCCc1nc2ccccc2s1)Nc1ncc(Cl)cc1Cl	-6	2.7	31	-5	-16
38	COc1ccc(/C=N/OCC(=O)N2CC3(C)CC2CC(C)(C)C3)cc1 (stereo unspecified)	7	0.0	8	-1	-4
39	C#CCOCCOCCOCCNc1nc(N2CCN(C(=O)Cn3cc(CCCN=C(N)N)nn3)CC2)nc(N2CCN(C(=O)[C@H](CCCCN)n3cc(CC(C)O)nn3)CC2)n1 (stereo partly specified)	.	-0.3	.	-8	0
40	CN(C)CCCN(C(=O)COc1ccccc1)c1nc2ccc(Cl)cc2s1	-11	7.0	-7	-9	-9
41	COc1ccccc1OCc1nc(C#N)c(N2CCCC2)o1	-6	-0.5	3	3	-3
42	CCC(=O)Nc1ccc(C(=O)NNC(=O)c2ccc(C)cc2)cc1	5	1.4	-3	-1	1
43	COc1ccccc1NC(=O)c1ccc2nc(-c3ccccc3)c(-c3ccccc3)nc2c1	-5	0.1	27	-5	8
44	CCCN(CCC)C(=O)c1cn(CC)c2ccc(S(=O)(=O)N3CCCCC3)cc2c1=O	-12	0.4	19	3	-9
45	O=C(Nc1cc(Cl)ccc1-n1cncn1)c1ccc([N+](=O)[O-])o1	.	0.2	.	-3	-1
46	CCCN(Cc1ccc(N(C)C)cc1)CC1CC1	8	0.0	2	-2	1
47	O=C(COC(=O)C1(c2ccccc2F)CCCC1)Nc1ncc(C(F)(F)F)cc1Cl	-6	-1.2	27	-2	-7
48	CC(=O)c1cccc(NC(=O)C2CCCN2S(=O)(=O)c2cccc3nsnc23)c1 (stereo unspecified)	3	0.0	1	2	-4
49	O=C(Nc1ccc(Cl)cc1)c1cc(S(=O)(=O)Nc2ccccn2)ccc1Cl	-4	0.5	8	-3	-4
50	CC(NS(=O)(=O)c1cccc(C(=O)NCc2ccncc2)c1)c1ccccc1 (stereo unspecified)	.	0.3	.	-2	2
51	CC(=NC1CCCC1)c1c(C)[nH]n(-c2nc3ccccc3s2)c1=O	2	2.0	18	1	-7

nr	OXTR ag	MEKK2mut PB1 HTS	MEKK2wt PB1 HTS	GPR7 antag
37	0.8	11	117	4
38	-0.8	1	102	1
39	0.7	.	.	.
40	9.2	32	167*	2
41	-0.2	-5	89	-1
42	0.5	9	107	-18
43	1.1	-4	95	-3
44	0.5	-6	95	4
45	-0.3	.	.	.
46	0.9	0	97	1
47	-2.1	-4	92	-4
48	-1.0	13	111	-15
49	-0.1	4	104	-16
50	1.8	.	.	.
51	0.5	3	103	-12

Seven structures from above, sorted by molar mass, highest first.
nr	canonical_smiles	M18AAP inhibitor	V1aR counter	NALP1 inh	GalR3 antagonist	OXTR potentiator
39	C#CCOCCOCCOCCNc1nc(N2CCN(C(=O)Cn3cc(CCCN=C(N)N)nn3)CC2)nc(N2CCN(C(=O)[C@H](CCCCN)n3cc(CC(C)O)nn3)CC2)n1 (stereo partly specified)	.	-0.3	.	-8	0
47	O=C(COC(=O)C1(c2ccccc2F)CCCC1)Nc1ncc(C(F)(F)F)cc1Cl	-6	-1.2	27	-2	-7
43	COc1ccccc1NC(=O)c1ccc2nc(-c3ccccc3)c(-c3ccccc3)nc2c1	-5	0.1	27	-5	8
40	CN(C)CCCN(C(=O)COc1ccccc1)c1nc2ccc(Cl)cc2s1	-11	7.0	-7	-9	-9
50	CC(NS(=O)(=O)c1cccc(C(=O)NCc2ccncc2)c1)c1ccccc1 (stereo unspecified)	.	0.3	.	-2	2
38	COc1ccc(/C=N/OCC(=O)N2CC3(C)CC2CC(C)(C)C3)cc1 (stereo unspecified)	7	0.0	8	-1	-4
42	CCC(=O)Nc1ccc(C(=O)NNC(=O)c2ccc(C)cc2)cc1	5	1.4	-3	-1	1

nr	OXTR ag	MEKK2mut PB1 HTS	MEKK2wt PB1 HTS	GPR7 antag
39	0.7	.	.	.
47	-2.1	-4	92	-4
43	1.1	-4	95	-3
40	9.2	32	167*	2
50	1.8	.	.	.
38	-0.8	1	102	1
42	0.5	9	107	-18
